RGS8-Gao reg – RGS8-Galphao binding modulators, primary screen, biochemical, multiplexed bead flow cytometry; Guanine nucleotide-binding protein G(o) subunit alpha (Homo sapiens), P09471; actives lie on both sides; response (percent of control binding), % at 10 µM; actives 0.34% (n = 220,000); in the data active = response below about 60% or above about 140%; inactive = in between;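 note: Galphao activated as the GDP aluminium fluoride complex binding bead-coupled RGS8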
Target sequence (P09471 whole entry, looked up): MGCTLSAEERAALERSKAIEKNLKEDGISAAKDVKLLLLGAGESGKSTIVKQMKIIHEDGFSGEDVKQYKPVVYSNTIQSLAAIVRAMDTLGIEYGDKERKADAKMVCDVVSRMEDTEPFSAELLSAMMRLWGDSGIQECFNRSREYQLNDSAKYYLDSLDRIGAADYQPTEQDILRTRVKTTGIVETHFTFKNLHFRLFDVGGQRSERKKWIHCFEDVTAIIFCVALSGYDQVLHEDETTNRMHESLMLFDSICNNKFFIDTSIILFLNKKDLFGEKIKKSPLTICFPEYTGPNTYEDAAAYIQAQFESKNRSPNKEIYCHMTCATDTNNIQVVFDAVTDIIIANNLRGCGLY
Cdc42 wt GTP – modulators of GTP binding to wildtype Cdc42, primary screen, biochemical, multiplex bead flow cytometry, Bodipy-GTP. Cell division control protein 42 homolog (Homo sapiens), P60953. percent activity (GTP binding), % at 10 µM. actives 0.2% (n = 190,000). GST-Cdc42 beads; actives lie on both sides;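 active = percent activity GTP binding at least 20 points away from the 100% baseline, either down as inhibitor or up as activator; inconclusive = compound flagged as likely green fluorescent from well-wide comparison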;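 note: median bead fluorescence of bound Bodipy-FL-GTP at 100 nM; 0% = excess unlabeled GTP control and 100% = no compound control; below 100% means less GTP binding so inhibitor and above means activator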
Target sequence (P60953 whole entry, looked up): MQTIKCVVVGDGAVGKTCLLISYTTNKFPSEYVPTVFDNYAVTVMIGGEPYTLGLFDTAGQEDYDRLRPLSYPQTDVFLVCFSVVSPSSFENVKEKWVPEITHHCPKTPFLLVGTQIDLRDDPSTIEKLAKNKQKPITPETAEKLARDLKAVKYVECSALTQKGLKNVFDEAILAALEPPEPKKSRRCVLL
Mcl1-Bid inh – Mcl-1/Bid binding inhibitors, primary screen, biochemical, TR-FRET, 1536-well | actives 0.97% (n = 220,000) | AID 1021, 2008 | Induced myeloid leukemia cell differentiation protein Mcl-1 (Homo sapiens), Q07820 | TR-FRET Mcl-1/Bid-Dy647 peptide binding | inhibition, % at 21.7 µM;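 active = compounds that cut the binding signal by more than half at the single screening dose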;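 note: His-tagged Mcl-1 with europium anti-His antibody binding Bid BH3 peptide; 0% = Mcl-1 plus peptide wells and 100% = peptide-only wells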
Target sequence (Q07820 whole entry, looked up): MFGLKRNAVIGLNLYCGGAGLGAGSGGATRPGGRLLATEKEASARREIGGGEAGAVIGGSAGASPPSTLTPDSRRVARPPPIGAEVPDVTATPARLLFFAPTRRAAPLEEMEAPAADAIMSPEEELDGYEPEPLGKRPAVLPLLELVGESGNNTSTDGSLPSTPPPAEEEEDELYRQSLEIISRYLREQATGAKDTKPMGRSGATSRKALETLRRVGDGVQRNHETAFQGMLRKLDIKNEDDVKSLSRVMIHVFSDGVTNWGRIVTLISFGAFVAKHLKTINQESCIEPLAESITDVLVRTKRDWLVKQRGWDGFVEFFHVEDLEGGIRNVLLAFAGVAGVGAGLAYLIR
Pf gametocyte – late stage P. falciparum gametocyte viability inhibitors, primary screen, ATP luminescence, HTS. P. falciparum stage V gametocytes, 24 h. inhibition, % at 10.9 µM. actives 0.065% (n = 150,000). AID 743093, 2013;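 active = inhibition above the mean plus 3 SD of compounds within the control limits, set per campaign, cut at about 38% in these data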;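 note: 0% = DMSO wells and 100% = medium only without gametocytes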
Mcl1 Noxa PPI – Mcl-1/Noxa binding inhibitors, primary screen, biochemical, TR-FRET, 1536-well; Induced myeloid leukemia cell differentiation protein Mcl-1 (Homo sapiens), Q07820; TR-FRET Mcl-1/Noxa peptide binding, 2 h; inhibition, % at 21.7 µM; actives 1.5% (n = 220,000); AID 1022, 2008;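 active = compounds that cut the protein-peptide binding signal by more than 50% relative to plate controls in a single-dose test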;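 note: His-tagged Mcl-1 with rhodamine Noxa BH3 peptide and terbium anti-His antibody; 0% = Mcl-1 plus Noxa peptide wells and 100% = peptide-only wells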
Rab7 wt GTP bind – modulators of GTP binding to Rab7, primary screen, biochemical, wildtype, multiplex bead flow cytometry; GTP binding activity (percent of control), % at 10 µM; AID 758, 2007; actives 0.055% (n = 190,000); GST-Rab7 beads, fluorescent GTP binding; actives lie on both sides; untreated = 100%, excess cold GTP = 0%;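 active = fluorescent GTP binding to Rab7 beads changed by at least 20 points from the 100% baseline, either direction, mostly lower; inconclusive = compound itself probably fluorescent, or too few beads counted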;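 note: median green fluorescence of bound Bodipy-FL-GTP per Rab7 bead population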
Mcl-1 Bim block – inhibitors of Bim peptide binding to Mcl-1, primary screen, biochemical, bead-based flow cytometry, multiplex. actives 0.1% (n = 190,000). inhibition, % at 10 µM. Induced myeloid leukemia cell differentiation protein Mcl-1 (Homo sapiens), Q07820. Bim peptide-Mcl-1 binding; in the data active = inhibition above about 40%;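 note: 0% = no compound tracer wells and 100% = peptide blocker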
HRas wt GTP – modulators of GTP binding to HRas wildtype, primary screen, biochemical, bead-based flow cytometry, multiplex; GTPase HRas (Homo sapiens), P01112; GST-Ras wt beads, Bodipy-FL-GTP binding; actives lie on both sides; GTP binding activity, % at 10 µM; actives 0.14% (n = 190,000); AID 759, 2007;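 active = GTP binding activity at least 20% away from the 100% baseline, either lowered as inhibitor or raised as activator; inconclusive = flagged as likely green fluorescent, judged across all proteins in the well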;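 note: 0% = unlabeled GTP competition control and 100% = no-compound control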
Target sequence (P01112 whole entry, looked up): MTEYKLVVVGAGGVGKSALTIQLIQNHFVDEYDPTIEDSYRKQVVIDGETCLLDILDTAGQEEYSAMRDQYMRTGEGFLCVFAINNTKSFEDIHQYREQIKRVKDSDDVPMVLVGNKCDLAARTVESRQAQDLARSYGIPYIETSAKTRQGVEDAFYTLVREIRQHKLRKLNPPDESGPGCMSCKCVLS
Rab2 wt GTP – modulators of GTP binding to Rab2A wildtype, primary screen, biochemical, dog, bead-based flow cytometry, multiplex. GTP binding activity, % at 10 µM. AID 760, 2007. GST-Rab2 wt beads, Bodipy-GTP binding. Ras-related protein Rab-2A (Canis lupus familiaris), P61105. actives 0.19% (n = 190,000);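 active = GTP binding activity at least 20 points away from 100%, either lowered or raised; inconclusive = signal likely due to the compound's own green fluorescence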;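 note: 0% = beads with excess unlabeled GTP and 100% = no-compound control corrected for plate trend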
Rac1 wt modul – wildtype Rac1 GTP binding modulators, primary screen, biochemical, GST-Rac1 beads, flow cytometry, multiplex; actives 0.27% (n = 190,000); GTP binding activity (% of control), % at 10 µM; fluorescent GTP binding; actives lie on both sides; 0 = cold GTP competed, 100 = untreated; Ras-related C3 botulinum toxin substrate 1 (Homo sapiens), P63000;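 active = GTP binding activity at least 20 points away from the 100% control level, either lower or higher; inconclusive = compound flagged as likely green fluorescent, judged across all proteins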
Rac1 mut GTP – GTP binding modulators of activated mutant Rac1, primary screen, biochemical, bead-based flow cytometry, multiplex, fluorescent GTP. AID 764, 2007. percent activity (GTP binding), % at 10 µM. GST-Rac1 activated beads; actives lie on both sides; 100% means binding = to untreated wells. actives 0.11% (n = 190,000). Ras-related C3 botulinum toxin substrate 1 (Homo sapiens), P63000;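 active = GTP binding at least 20 percentage points away from the 100% baseline, in either direction, so actives lie on both sides; inconclusive = Compound likely fluorescent itself, or too few beads counted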
Numbers without * were called inactive; u = inconclusive; x = not tested or not shown. The order is random, and some 2.9% of all compounds hit somewhere here.

SMILES	RGS8-Gao reg	Cdc42 wt GTP	Mcl1-Bid inh	Pf gametocyte	Mcl1 Noxa PPI	Rab7 wt GTP bind	Mcl-1 Bim block	HRas wt GTP	Rab2 wt GTP	Rac1 wt modul	Rac1 mut GTP
COc1ccc(NC(=O)CSc2nc3ccccc3cc2Cc2ccccc2)cc1	98	93	-33	-9	-29	98	2	98	96	102	95
COC(=O)C1CC(=O)c2sccc2C1 (stereo not given)	100	104	-13	x	-1	99	-5	103	101	105	103
O=C(O)C(Cc1ccccc1)N1Cc2ccccc2C1=O (stereo not given)	102	104	9	x	22	101	-2	105	103	111	101
Cc1noc(C)c1C(=O)N1CCCC(C(=O)c2cccc(C(F)(F)F)c2)C1 (stereo not given)	100	95	-118	11	3	95	0	96	97	98	96
Cc1ccc(S(=O)(=O)N2CCN(C)CC2)cc1[N+](=O)[O-]	99	107	-17	x	-3	96	1	104	103	104	102
CCn1ccnc1CN(C)Cc1cn(-c2ccccc2)nc1-c1ccc(OC)cc1F	99	93	-9	-5	3	96	1	92	94	96	92
Cc1cc(=O)oc2cc(OCC(=O)OCC(=O)N3CCc4ccccc43)ccc12	101	103	x	x	x	101	-1	102	102	101	99
COc1ccc(CCn2c(Br)nc3c2c(=O)[nH]c(=O)n3C)cc1	90	95	-41	x	4	98	0	96	92	98	97
Cc1ccc(OCCSc2nnc(-c3cccs3)n2C)cc1	102	99	-8	6	2	99	0	100	98	106	99
O=C(Cn1c(=O)c(=O)n(Cc2ccccc2)c2ccc(Cl)cc21)Nc1cc(F)ccc1F	98	96	-24	x	-134	103	-1	100	99	100	96
Cc1ccc(C(C)NC(=O)C23CC4CC(CC(C4)C2)C3)cc1 (stereo not given)	100	101	2	x	13	110	1	99	100	101	96
COC(=O)c1ccc(-c2nc3cc(Cl)c(N)cc3s2)cc1	102	97	91*	-8	0	99	0	97	98	97	97
CCC1CCCCN1C(=O)COC(=O)c1ccc(S(=O)(=O)N2CCOCC2)cc1 (stereo not given)	99	108	-20	x	-2	98	-5	102	103	107	101
CC(C)Oc1cccc(-c2cc(C(=O)N3CCN(c4ncccn4)CC3)c3ccccc3n2)c1	107	100	10	-29	14	101	-1	102	102	102	98
Cc1ccc(S(=O)(=O)Nc2ccc(S(=O)(=O)N3CCCC3)cc2)cc1	99	104	1	x	7	96	-7	99	100	104	101
Cc1ccc(-c2cc(C(=O)OC3CCOC3=O)c3ccccc3n2)c(C)c1 (stereo not given)	101	95	-13	-19	8	94	0	94	96	87	93
O=C(O)CC(NC(=O)Cc1ccc(Cl)cc1)c1ccco1 (stereo not given)	96	100	1	4	9	97	0	97	96	100	96
CCOC(=O)c1ccc(S(=O)(=O)N2CCN(C(=O)c3nn(C)c(=O)c4ccccc34)CC2)cc1	100	99	-5	4	16	97	0	100	99	100	98
CCC(NC(=O)CCc1ccccc1)c1ccccc1 (stereo not given)	98	96	-33	x	2	103	-2	95	98	94	94
Cn1ncc(N=Cc2ccccc2O)c1C(=O)Nc1ccccc1	98	102	-55	24	-22	100	-1	101	102	103	97
O=C(Nc1nc(-c2cccs2)cs1)c1ccc(S(=O)(=O)N2CCCC2)cc1	104	100	-2	x	6	98	-1	98	97	95	98
O=C1N/C(=C/c2cccs2)C(=O)N1Cc1ccc(Br)cc1	101	99	14	-1	30	99	-1	98	98	99	94
COc1cc(Cl)c(C)cc1NC(=O)CSc1nnc(-c2ccccn2)n1Cc1ccco1	100	91	23	-6	-76	92	-1	91	88	90	90
N=c1c2c(-c3ccccc3)c(-c3ccccc3)n(Cc3ccco3)c2ncn1Cc1ccccc1	90	103	-30	12	17	104	0	105	102	105	99
COC(=O)c1cc(C(=O)OCC(=O)Nc2ccccc2OC(F)F)cc([N+](=O)[O-])c1	99	101	-4	6	10	98	-9	99	99	103	98
CCn1c(CNC(=O)c2cccc(C)c2)nc2ccccc21	103	94	8	x	9	95	-5	97	96	95	94
CCOC(=O)Nc1ccc2c(c1)N(C(=O)CCN1CCN(CCO)CC1)c1ccccc1CC2	105	102	51*	x	34	100	-2	99	100	106	100
CCCCNC(=O)CS(=O)Cc1nc(-c2cccc(Cl)c2)oc1C (stereo not given)	99	104	-3	x	17	100	-2	99	100	104	99
CC(C)(C)CC(C)(C)NC(=O)CSCC(=O)Nc1ccc2ccccc2c1	89	98	10	x	18	96	5	98	97	100	99
NC(=O)C1(N2CCCCC2)CCN(C(=O)c2ccc(-n3cnnn3)cc2)CC1	105	102	19	1	5	104	-1	102	103	102	98
O=C(NCc1cccs1)c1nc2c(nnn2Cc2ccc(F)cc2)c(=O)[nH]1	101	97	-1	-24	6	98	-2	98	98	100	97
Cc1ccc(-c2noc(CSc3nnnn3-c3ccccc3)n2)cc1	100	98	1	x	-12	99	-4	100	99	103	98
O=C(c1cccs1)N1CCN(Cc2ccc3c(c2)OCO3)CC1	100	101	-34	x	2	103	1	104	101	101	100
CC1CCCCC1NC(=O)CCCc1nc2ccccc2c(=O)[nH]1 (stereo not given)	104	107	-19	x	-6	108	2	105	103	111	103
CC(Oc1ccc(Cl)cc1)C(=O)OCC(=O)Nc1ncc(Cl)cc1Cl (stereo not given)	93	102	-24	7	21	103	0	102	103	105	101
CC(NC(=S)Nc1ccc([N+](=O)[O-])cc1)c1ccncc1 (stereo not given)	102	105	-35	-18	18	99	1	99	98	96	97
CCCN1Cc2cccc(C(=O)Nc3cc(OC)cc(OC)c3)c2C1=O	99	101	13	x	8	97	2	99	98	103	98
O=c1c2ccccc2nc2c3ccccc3c(NCCO)nn12	101	58*	7	x	14	101	16	62*	62*	63*	78*
CC(=O)C1=C(O)C(=O)N(Cc2cccnc2)C1c1ccc(Cl)cc1 (stereo not given)	100	100	-4	x	9	99	0	98	98	101	95
O=C(CCc1nc2ccccc2s1)N1CCN(S(=O)(=O)c2cccs2)CC1	99	99	-46	x	-11	96	3	98	97	99	98
CCOC(NC(=O)c1ccccc1)C(NC(=O)c1ccccc1)OCC (stereo not given)	102	99	0	-4	-12	104	-1	105	104	104	105
Cc1c(NC(=S)NC(=O)c2sc3ccccc3c2Cl)cccc1C(=O)O	103	88	-22	-14	16	101	0	90	90	90	89
Cc1cc(C)n(-c2nc(NCC(C)O)c3c4c(sc3n2)COC(C)(C)C4)n1 (stereo not given)	98	103	0	x	9	102	-1	102	101	103	101
CC(=O)c1ccc(Cc2cnc(N)s2)cc1	101	98	0	21	-1	94	-2	96	96	96	94
O=C(O)C1CC=CCC1C(=O)Nc1ccccc1Cl (stereo not given)	101	109	-18	x	-5	101	-3	103	102	108	99
O=C(Nc1ccccc1-c1ccccc1)c1cccs1	100	98	-5	x	-12	99	2	98	97	100	97
COc1ccccc1NC(=O)C1CCCN1C(=O)NCc1ccccc1 (stereo not given)	98	101	-26	x	-35	100	0	101	100	103	102
CCCCSc1nnc(-c2ccc(C)cc2)o1	101	105	0	x	4	105	0	105	106	103	99
CCOc1cc(/C=C/C(=O)OCC(=O)NC2CCS(=O)(=O)C2)ccc1OCc1ccccc1 (stereo not given)	101	94	2	x	1	99	-3	99	95	95	96
CCC(=O)Nc1ccc2c(c1)ncn2C	107	101	-12	-9	18	99	-5	98	98	101	98
Cc1ccc(NC(=S)NNC(=O)c2nn(C)c(C)c2Cl)cc1	98	97	-62	x	-84	98	-1	98	96	100	96
CCOC(=O)c1c(C)nc(SCC(N)=O)c(C#N)c1-c1ccccc1	125	99	-11	x	1	100	-5	100	98	103	99
COc1ccc2c(CC(=O)NCc3ccc4c(c3)OCO4)coc2c1	99	102	-37	x	37	92	-2	101	100	101	98
Clc1ccc2c(c1)c1cc(Cl)ccc1n2CN1CCOCC1	104	101	-4	x	12	97	-3	100	99	99	96
Cc1cc(C(=O)COc2nncc3ccccc23)c(C)n1C	94	99	-23	x	3	100	1	99	99	102	97
CCC(CC)NC(=O)CSc1nnc(-c2c[nH]c3ccccc23)o1	98	89	1	2	-8	90	-4	92	91	92	91
CCOc1cc(C2C(C(=O)N3CCOCC3)=C(C)NC3=C2C(=O)CCC3)ccc1O (stereo not given)	101	106	-28	-6	6	103	-1	104	105	109	103
Cc1c(N2C(=O)/C(=C\c3cccc4ccccc34)SC2=S)c(=O)n(-c2ccccc2)n1C	103	92	0	x	x	91	-1	91	89	88	88
COc1ccc(C2=Nc3ccc(Br)cc3C(c3ccccc3)N2CC(=O)NN)cc1 (stereo not given)	95	u	2	x	0	u	-3	u	u	u	u
CCC1CCCCN1CCCNC(=O)CNC(=O)Cn1ccc2ccccc2c1=O (stereo not given)	104	96	-47	x	11	100	-7	97	98	97	97
(list continues)
SMILES	RGS8-Gao reg	Cdc42 wt GTP	Mcl1-Bid inh	Pf gametocyte	Mcl1 Noxa PPI	Rab7 wt GTP bind	Mcl-1 Bim block	HRas wt GTP	Rab2 wt GTP	Rac1 wt modul	Rac1 mut GTP
CS(=O)(=O)NN1C(=O)c2ccccc2NC1c1cc2ccccc2nc1Cl (stereo not given)	97	100	-10	-1	8	102	1	103	102	104	100
CN1C(=S)NC(C)(C)CC1(C)c1ccc(O)cc1O (stereo not given)	99	100	-23	x	26	104	-1	105	101	105	100
c1ccc2[nH]c(SCc3cscn3)nc2c1	102	100	-35	x	-1	98	-3	99	99	102	97
Cc1ccc(N2C(N)=C(C#N)C(c3cccnc3)C3=C2CC(C)(C)CC3=O)cc1 (stereo not given)	101	97	-13	-9	-8	103	-4	100	95	103	98
CCC(C)(C(=O)NC1CCCCC1)N(Cc1ccco1)C(=O)CC1NC(=O)NC1=O (stereo not given)	99	101	-36	x	19	103	0	103	102	103	99
CN=C(Nc1ccccc1)SC1CC(=O)N(c2ccc(C(=O)OC)cc2)C1=O (stereo not given)	102	103	10	x	6	96	0	102	102	100	99
O=C(CSc1nnc(-c2ccncc2)n1-c1ccccc1Cl)Nc1ccc(C(=O)O)cc1	100	90	-12	6	7	93	0	93	94	90	89
CC1(C)C(=O)Nc2ccccc2N1C(=O)CN1C(=O)C(=O)N(C2CCCC2)C1=O	102	98	-4	9	-19	98	1	99	99	101	100
